# HCV core dimer: inhibitors of HCV core protein dimerization, primary screen, biochemical, TR-FRET, high-throughput; TR-FRET GST/Flag-core106 dimerization, 1536-well; 300,000 compounds, 0.33% hits; inhibition, % at 5 µM;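 active = inhibition above the mean of all tested compounds plus 3 SD, set per screening campaign, cut at about 45% in these data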
#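 System – GST-tagged and Flag-tagged HCV core protein residues 1-106 · Repeats – one well for each compound · Technique – TR-FRET 671 and 617 nm emission · Doses – one concentration, 5 µM, in 0.5% DMSO · Times – 4 h, 22.5 °C incubation · Also added – Eu donor and XL665 acceptor anti-tag antibodies · Measure – percent inhibition of core106 dimerization signal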
# TPT1 inh: Candida albicans TPT1 enzyme inhibitors, primary screen, biochemical, fluorescence polarization. tRNA 2'-phosphotransferase TPT1 (Candida albicans SC5314). recombinant caTPT1, FP RNA substrate dephosphorylation. inhibition, % at 5 µM. 300,000 compounds, 0.81% hits. AID 1962, 2009;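 active = inhibition above the mean of all tested compounds plus 3 SD, set per screening campaign, cut at about 24% in these data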;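 also: plate controls were DMSO alone for no effect and ferristatin control at 100 nM for full effect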
# procasp3 activ: activators of human procaspase-3 D3A mutant, primary screen, biochemical, absorbance, PC-3 D3A mutant, single concentration | recombinant procaspase-3 D3A, Ac-DEVD-pNA absorbance 405 nm | activation, % at 8.5 µM | AID 463141, 2010 | 330,000 compounds, 0.11% hits;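 active = activation above the mean of all tested compounds plus 3 SD, cut at about 21% in these data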;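 also: 0% = DMSO alone and 100% = DMSO wells spiked with extra 5 µM PC-3 D3A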
# Target sequence (P42574 whole entry D9A/D28A/D175A): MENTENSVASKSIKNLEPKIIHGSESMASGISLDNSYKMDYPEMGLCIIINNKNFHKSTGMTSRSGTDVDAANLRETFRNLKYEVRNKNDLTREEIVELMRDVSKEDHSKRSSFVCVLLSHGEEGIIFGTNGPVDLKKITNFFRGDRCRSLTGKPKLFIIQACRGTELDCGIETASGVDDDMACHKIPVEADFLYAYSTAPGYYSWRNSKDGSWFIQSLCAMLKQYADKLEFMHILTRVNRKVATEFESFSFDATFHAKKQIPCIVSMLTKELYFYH
#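 assay system = Procaspase-3 D3A mutant | signal = absorbance at 405 nm, 0 and 120 min | times = 1 h preincubation plus 2 h reaction at 25 °C | repeats = single replicate | read-out = % activation between DMSO and enzyme-spiked controls | medium = Zinc-free HEPES saline buffer with Triton X-100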
# PAFAH2 inh: PAFAH2 enzyme inhibitors, primary screen, biochemical, fluorescence polarization, human; Platelet-activating factor acetylhydrolase 2, cytoplasmic (Homo sapiens), Q99487; recombinant PAFAH2, FP-rhodamine activity probe; inhibition, % at 3.39 µM; 340,000 compounds, 0.99% hits;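 active = inhibition above the mean over all tested compounds plus 3 SD, cut at about 30% in these data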;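 also: inhibitors block probe labeling of enzyme so polarization drops; 0% = enzyme with DMSO and 100% = wells lacking PAFAH2 protein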
# CTSL1 counter: Fasciola hepatica cathepsin L1 inhibitors, primary screen, counter-screen for PFM18AAP inhibitor project, biochemical, QFRET, fluorogenic peptide substrate; recombinant F. hepatica cathepsin L1, Z-Leu-Arg-MCA fluorescence; inhibition, % at 5.96 µM; 300,000 compounds, 0.49% hits; AID 1906, 2009;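 active = inhibition above the mean of all tested compounds plus 3 SD, set per screening campaign, cut at about 17% in these data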;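 also: 0% = plate median of test compound wells and 100% = 1 µM Z-Phe-Ala-diazomethylketone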
# AHR activator: AHR activators, primary screen, cell-based, luminescence, luciferase reporter, human; AID 2796, 2010; Aryl hydrocarbon receptor (Homo sapiens), P35869; activation, % at 5 µM; 320,000 compounds, 2.5% hits; AHR-responsive luciferase reporter cells; in the data active = activation above about 47%;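 also: 0% = vehicle wells and 100% = reference agonist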
# procasp7 counter: procaspase-7 activators, primary screen, counter-screen for procaspase-3 activator project, biochemical, absorbance, HTS, human; 330,000 compounds, 0.093% hits; recombinant procaspase-7, Ac-DEVD-pNA absorbance 405 nm; D23A/D198A/D206A triple mutant, cannot self-cleave; scale: DMSO 0, 5 µM enzyme 100; activation, % at 8.5 µM; Caspase-7 (Homo sapiens), P55210; AID 463210, 2010;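 active = percent activation above the screen-wide mean plus 3 SD, cut at about 25% in these data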
# Target sequence (P55210 whole entry D23A/D198A/D206A): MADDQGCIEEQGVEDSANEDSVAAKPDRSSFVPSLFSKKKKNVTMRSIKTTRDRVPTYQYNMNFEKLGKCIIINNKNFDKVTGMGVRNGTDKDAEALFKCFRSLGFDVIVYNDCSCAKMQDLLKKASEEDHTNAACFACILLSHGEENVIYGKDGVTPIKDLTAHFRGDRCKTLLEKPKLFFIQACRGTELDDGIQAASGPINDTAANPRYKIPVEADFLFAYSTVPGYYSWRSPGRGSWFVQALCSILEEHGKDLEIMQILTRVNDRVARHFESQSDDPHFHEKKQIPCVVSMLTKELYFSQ
#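 buffer or medium = Zinc-free HEPES/NaCl buffer, pH 7.4 | material = Procaspase-7 triple mutant (PC-7 D3A) | input = 2 µM procaspase-7 mutant as dispensed | signal = Epi-absorbance of released pNA at 405 nm, two timepoints | timing = 1 h preincubation, 2 h reaction | replicates = singlicate compound testing | evaluation = % activation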
# PP1 inh: PP1-alpha phosphatase inhibitors, primary screen, counter-screen for PP5 inhibitor project, biochemical, fluorescence, OMFP substrate, single point; Serine/threonine-protein phosphatase PP1-alpha catalytic subunit (Homo sapiens), P62136; purified PP1alpha; inhibition, % at 6.7 µM; 320,000 compounds, 0.9% hits; AID 2235, 2010;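 active = inhibition above the mean inhibition of all tested compounds plus 3 SD, computed separately for each screening campaign, cut at about 15% in these data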
# PP5 primary: PP5 phosphatase inhibitors, primary screen, biochemical, fluorescence; AID 1987, 2009; 320,000 compounds, 0.18% hits; Serine/threonine-protein phosphatase 5 (Homo sapiens), P53041; inhibition, % at 6.7 µM; purified PP5c, OMFP substrate fluorescence;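 active = inhibition above the campaign's mean inhibition across all tested compounds plus 3 SD, cut at about 9.5% in these data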;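 also: 0% = DMSO only and 100% = 100 µM cantharidin control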
# Target sequence (P53041 whole entry, looked up): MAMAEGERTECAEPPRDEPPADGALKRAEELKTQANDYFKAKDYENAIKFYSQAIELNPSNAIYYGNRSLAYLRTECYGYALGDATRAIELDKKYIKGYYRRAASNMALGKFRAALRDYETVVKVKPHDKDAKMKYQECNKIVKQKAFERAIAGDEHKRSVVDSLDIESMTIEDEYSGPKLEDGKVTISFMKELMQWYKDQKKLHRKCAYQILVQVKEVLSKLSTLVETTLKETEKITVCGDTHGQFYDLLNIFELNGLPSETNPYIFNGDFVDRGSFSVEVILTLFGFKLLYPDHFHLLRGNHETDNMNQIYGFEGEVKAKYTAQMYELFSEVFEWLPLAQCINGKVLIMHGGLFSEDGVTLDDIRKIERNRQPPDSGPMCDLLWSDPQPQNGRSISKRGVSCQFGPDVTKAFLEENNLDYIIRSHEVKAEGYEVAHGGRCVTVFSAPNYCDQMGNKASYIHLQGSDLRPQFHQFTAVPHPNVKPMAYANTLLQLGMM
# * marks the source's active call; other numbers are inactive results; x = no result given.
SMILES	PP1 inh	PAFAH2 inh	procasp7 counter	TPT1 inh	HCV core dimer	procasp3 activ	PP5 primary	AHR activator	CTSL1 counter
COc1ccccc1CNC(=O)CCNS(=O)(=O)c1ccc2c(c1)oc(=O)n2C	-2.5	-0.4	-9.7	0.0	3.6	8.5	1.8	1.1	1.8
CCCCCN(C(=O)CCC(=O)OCC(=O)N(C)Cc1ccc(C)cc1)c1c(N)n(CCCC)c(=O)[nH]c1=O	-1.6	15.1	6.4	1.1	2.0	0.1	0.7	0.2	2.2
O=C(c1ccc(-c2ccc([N+](=O)[O-])cc2)o1)N1CCCC(C(F)(F)F)C1 (stereo not given)	-2.4	-7.5	-7.2	24.8*	5.0	-7.3	5.4	-4.9	5.2
CCOc1ccc(-c2nnc(SCC(=O)N3CCN(c4ccccc4)CC3)o2)cc1	-1.0	-3.0	2.9	-3.1	1.9	4.3	-0.6	0.6	0.5
CCOc1ccc2nc(NC(=O)C3CCCO3)sc2c1 (stereo not given)	-1.5	-0.6	-1.0	1.5	-3.7	3.0	0.5	12.4	-4.2
O=C(c1ccc2c(=O)n(-c3ccccc3)c(=O)[nH]c2c1)N1CCCCC1	-3.9	9.6	5.3	2.2	0.6	-4.6	1.4	-1.4	-3.4
CCOC(=O)c1c(C)[nH]c(C)c1S(=O)(=O)N1CCN(c2cccc(C)c2)C(C)C1 (stereo not given)	2.1	3.0	-1.1	-1.4	7.5	-6.4	3.6	10.7	-2.3
COc1ccc(N(C(=O)Cn2nnc3ccccc32)C(C(=O)NCc2ccco2)c2cccnc2)cc1 (stereo not given)	-2.7	0.9	-5.3	1.0	-11.2	1.8	-3.5	0.3	-0.2
COc1cc(C2NC(=O)NC(O)(C(F)(F)F)C2C(=O)c2cccs2)ccc1O (stereo not given)	-3.4	5.0	3.0	1.8	-0.7	-1.5	-3.0	2.2	1.2
COc1ccc(C(=O)NC(C)c2ccc(-n3ccnc3)cc2)cc1[N+](=O)[O-] (stereo not given)	1.5	-11.6	2.9	-1.1	-4.6	3.2	0.1	9.1	4.9
COC(=O)Cn1nc(-c2ccccc2)c2cc(Cl)ccc21	-2.0	-1.3	2.4	-0.1	3.8	-3.5	2.8	1.8	-4.0
CCOC(=O)c1ccc2c(c1)N(CC)C(=O)c1ccccc1S2	-0.7	-9.4	-5.4	-4.7	4.3	-2.9	2.7	-0.2	-0.9
CCOc1cc(NS(=O)(=O)c2ccc(Cl)cc2)c(OCC)cc1NC(=O)CC(C)C	0.6	3.0	2.8	-2.1	4.8	-1.5	3.4	11.1	4.7
CCCCn1c(N)c(N(CC(C)C)C(=O)CSc2nnc(C)n2-c2ccc(OC)cc2)c(=O)[nH]c1=O	-4.8	2.3	5.5	2.8	0.6	-2.0	-1.5	-1.6	-0.2
COc1cccc(NC2=C(C#N)C(=O)NC(c3cccc(OC)c3O)S2)c1 (stereo not given)	-2.8	1.8	-0.3	1.5	6.6	5.8	-1.6	5.8	-1.8
O=C(NCC1CCCO1)Nc1ccc(Cl)cc1 (stereo not given)	-8.5	-0.4	-0.8	-2.0	-1.5	-3.4	-8.8	5.0	10.7
COc1ccc(Nc2ncc(C(=O)N3CCN(c4ccc(F)cc4)CC3)c3ccccc23)cc1	2.8	4.4	26.8*	2.7	22.1	12.8	6.5	20.5	-0.5
Cc1cccc(C(=O)NCCCNC(=O)c2ccc(C)nc2)c1	2.5	-6.1	9.6	-2.6	3.4	6.4	-0.7	-3.4	-1.9
NNC(=O)CCc1nc2ccccc2[nH]1	-3.4	x	-7.5	-2.3	-2.0	5.5	1.7	11.0	-0.4
Cc1ccccc1OCc1nc2ccccc2c(=O)n1/N=C/c1cccc([N+](=O)[O-])c1	-2.5	-2.3	1.4	-1.6	2.0	12.3	-0.6	14.8	5.6
C=CCC[C@@H](Cc1ccc(F)cc1)C(=O)OC[C@@H]1CCCN1C(=O)[C@@H](CC=C)CC(=O)N[C@@H](CO)Cc1ccccc1	x	4.9	5.0	x	x	-3.0	x	0.8	x
COc1ccc(F)cc1S(=O)(=O)Nc1cc2c3c(c1)CCC(=O)N3CCC2	-4.8	6.8	4.2	-1.0	1.6	-0.8	0.0	8.9	-1.4
COc1ccc(C(=O)Cn2nnc(-c3ccc(N4CCOCC4)cc3)n2)cc1OC	-2.0	-12.2	15.3	-2.7	2.9	-6.7	-3.0	1.8	2.8
COc1ccc(C[C@H]2CN3C(=NC[C@H]3C)N2CCNC(=O)CCC2CCCCC2)cc1	-10.2	1.0	-7.3	1.4	2.1	8.9	-1.4	1.0	0.5
O=C(NNC(=O)c1cccnc1)Nc1cccc(Cl)c1Cl	-4.9	4.1	7.0	-1.0	4.6	6.8	0.2	12.3	-0.9

# Next section, overlapping the part above by 2 compounds.
SMILES	PP1 inh	PAFAH2 inh	procasp7 counter	TPT1 inh	HCV core dimer	procasp3 activ	PP5 primary	AHR activator	CTSL1 counter
COc1ccc(C[C@H]2CN3C(=NC[C@H]3C)N2CCNC(=O)CCC2CCCCC2)cc1	-10.2	1.0	-7.3	1.4	2.1	8.9	-1.4	1.0	0.5
O=C(NNC(=O)c1cccnc1)Nc1cccc(Cl)c1Cl	-4.9	4.1	7.0	-1.0	4.6	6.8	0.2	12.3	-0.9
O=C(CN(C(=O)c1csnn1)c1ccccc1F)NCc1ccc2c(c1)OCO2	0.6	-0.7	-0.1	1.2	1.1	-0.2	1.8	-0.3	0.4
Cc1cc(O)c(Oc2cc(C)cc(O)c2O)c(O)c1	2.1	23.7	-22.5	-3.2	-6.8	-20.0	2.6	18.1	-1.9
O=C(COC(=O)c1cc2c(s1)CCCCC2)NC1CCS(=O)(=O)C1 (stereo not given)	-5.1	25.9	9.9	0.5	-2.3	13.5	1.6	0.3	1.4
Cc1cc2cc(CNC(=O)CC(C)C)ccc2n1C	-1.8	-2.9	15.2	-5.0	2.5	-0.3	-0.3	0.9	1.0
Cc1c(NC(=O)c2csc3c2CCCC3)c(=O)n(-c2ccccc2)n1C	2.8	2.6	2.0	0.8	-2.1	0.3	2.3	-0.5	-0.9
CCOc1ccc(Cn2c(SCCCCC#N)nc3c2c(=O)n(C)c(=O)n3C)cc1OCC	-0.9	-3.4	0.3	-4.0	0.6	10.1	-0.8	2.7	3.5
Cc1ccc(C)c(-n2c(SCC(=O)O)nc3sc4c(c3c2=O)CCCC4)c1	6.4	-5.7	-7.0	0.9	0.3	3.5	0.8	-7.5	-1.4
O=C(CN1CCOCC1)NNC(=O)c1ccc(Cl)cc1	x	0.3	-4.6	x	x	9.3	x	1.5	x
COc1ccc2c(c1)OC/C(=C/c1cccs1)C2=O	-0.9	-6.0	-7.0	-0.1	10.8	-4.9	-0.9	6.2	3.9
O=C(COC(=O)c1ccc(Cl)nc1)NCc1ccco1	1.6	3.1	6.0	-2.6	4.5	-1.7	5.1	0.0	-0.5
CN1C(=O)/C(=C/c2cc(C(C)(C)C)c(O)c(C(C)(C)C)c2)NC1=S	2.0	-1.1	-11.6	-1.0	12.3	-7.7	1.7	0.1	1.7
COC(=O)C1=C(C)N=C2SCCC(=O)N2C1/C=C/c1ccccc1 (stereo not given)	0.2	-0.9	-0.9	-7.6	-1.5	4.3	-1.2	-1.5	0.6
Cc1ccc(NC(=S)NC(=O)c2ccc(-c3ccc(Cl)cc3)o2)c(O)c1	-0.1	-7.3	-13.8	2.2	9.4	-1.4	-2.5	36.8	3.9
CCOC(=O)c1[nH]c(C)c(C(=O)N2CCN(c3ccc(OC)cc3)CC2)c1C	4.7	-1.3	-6.3	-2.1	-4.6	-5.2	-2.1	3.1	6.8
O=C(NC(=O)c1ccc(Cl)c(Cl)c1)OC1CCS(=O)(=O)C1 (stereo not given)	-2.7	0.7	-8.0	-4.1	1.0	2.5	-3.3	2.2	3.9
CC(C)NC(=O)COC(=O)/C=C/c1ccco1	-2.9	22.1	6.3	-1.2	5.2	4.8	1.2	-3.3	-2.5
CN(CC(=O)Nc1ccccc1Sc1ccccc1)Cc1nc2ccccc2c(=O)[nH]1	-8.4	1.9	3.1	2.2	-0.1	2.4	1.8	19.1	-2.8
CCCc1nnc(NC(=O)CCCC(=O)O)s1	0.6	1.8	13.8	-1.9	-1.6	-3.9	-0.8	1.9	-2.0
COc1cc(NC(=O)COC(=O)c2ccc(C)c(S(=O)(=O)N3CCCCC3)c2)c(C)cc1[N+](=O)[O-]	4.2	12.5	8.8	-3.5	22.6	1.2	4.5	20.5	0.4
Cc1cc(NC(=O)COC(=O)c2c(C)noc2C)ccc1Br	6.5	15.9	3.9	-3.0	-4.3	2.4	0.6	6.1	-2.6
COc1ccc(-c2nn(-c3ccccc3)cc2C(=O)N2c3ccc(C)cc3C3CN(C)CCC32)cc1 (stereo not given)	-1.2	-5.1	-2.4	-0.7	-3.0	1.3	1.4	1.4	4.5
COc1cccc(Nc2nc3ccccc3nc2NS(=O)(=O)c2cccs2)c1	10.4	7.6	-5.0	-3.0	8.2	-4.0	6.7	4.6	6.8
CCOC(=O)N1CCN(C(=O)Cn2ncn3nc(-c4cccs4)cc3c2=O)CC1	0.0	-0.3	9.7	-1.8	3.5	3.7	1.1	0.5	1.9
O=C(CN1C(=O)NC2(CCCc3ccccc32)C1=O)N1CCc2ccccc2C1 (stereo not given)	-0.3	6.9	-2.5	-3.4	-9.8	3.5	4.2	1.1	-1.1
CCOC(=O)N1CCC(NC(=O)C2CCN(S(=O)(=O)N3CCC(C)CC3)CC2)CC1	-0.3	-1.2	-7.6	-1.3	-1.5	1.1	0.4	-0.5	-1.1
CCC(C)[C@H](N)c1cn([C@@H](Cc2ccc(O)cc2)C(=O)N2CCNCC2)nn1 (stereo not given in full)	0.0	-4.5	-9.6	-3.8	-19.0	4.5	4.8	-3.1	0.5
Cc1cccc(/C=N\Nc2cn[nH]c(=O)c2Cl)c1	-0.3	-1.9	2.0	-1.7	-3.0	6.5	-0.5	2.1	14.7
CC(OC(=O)C1=COCCO1)C(=O)Nc1cc(S(=O)(=O)N2CCCCC2)ccc1Cl (stereo not given)	-0.8	3.1	8.5	0.1	13.2	-3.5	-0.3	0.0	1.9
